From PubChem BioAssay
MPTP inh = permeability transition pore inhibition | AID 602449 | isolated mouse mitochondria, Ca2+ swelling absorbance, 30 min | actives 1.4% (n = 360,000) | inhibition, % at 10 µM;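 active = inhibition of 50% or more, scaled per plate between neutral and stimulator controls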;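 also: 0% = DMSO wells given calcium and 100% = 1 mM EGTA wells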
SENP6 inh = blocks the human protease SENP6 | Q9GZR1 | Recombinant SENP6 catalytic domain, aminoluciferin luminescence | inhibition, % at 10 µM | actives 1.8% (n = 330,000) | AID 2599;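 active = inhibition above about 50% at the single tested dose, limit read from the data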;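 also: plate controls were DMSO wells with enzyme for no effect and DMSO wells lacking enzyme for full effect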
GRIN3A LBD mod = NR3A (human) ligand-binding domain modulation. Tm shift relative to glycine control, % at 25 µM. NR3A LBD differential scanning fluorimetry, Tm shift; 0% = protein alone, 100% = glycine-bound protein. AID 1259313. actives 2.5% (n = 340,000);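 active = melting temperature shift of at least 10% of the positive control shift, at one fixed dose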
SENP8 inh = SENP8 (human) protease inhibition; recombinant SENP8, Nedd8 substrate fluorescence; actives 0.64% (n = 360,000); inhibition, % at 20 µM; Q96LD8; in the data active = inhibition mostly above about 40%, no sharp cut-off; inactive = mostly below about 27%
Target sequence (Q96LD8 whole entry, looked up): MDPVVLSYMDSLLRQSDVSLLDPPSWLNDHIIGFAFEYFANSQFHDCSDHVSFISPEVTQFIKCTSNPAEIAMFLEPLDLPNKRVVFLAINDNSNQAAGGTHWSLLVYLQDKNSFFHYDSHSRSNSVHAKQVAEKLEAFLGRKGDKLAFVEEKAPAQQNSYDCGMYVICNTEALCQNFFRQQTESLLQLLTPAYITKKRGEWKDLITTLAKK
HKDC1 inh = inhibitors of human hexokinase HKDC1; Q2TB90; recombinant HKDC1, G6PDH/diaphorase resazurin coupled fluorescence; inhibition, % at 20 µM; actives 0.16% (n = 340,000); AID 493160;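 active = inhibition above about 35% when tested at 20 µM, limit read from the data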;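 also: plate controls were DMSO wells with enzyme for no effect and DMSO wells lacking enzyme for full effect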
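Assay system: in-house recombinant HK5 (HKDC1) enzyme. Input: HKDC1 at 5 µg/mL. Medium: Tris pH 8.0 buffer with MgCl2, Tween-20, BSA, BME. Dosing: single 20 µM dose. Schedule: 90 min reaction incubation at room temperature, dark. Signal: resazurin-to-resorufin fluorescence via G6PDH and diaphorase coupling, 525/613 nm. Controls: DMSO-enzyme wells negative, buffer-substituted wells positive.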
ATG4B inhibitor = blocks human ATG4B protease cleavage of LC3 substrate; Q9Y4P1; ATG4B cleavage of LC3-PLA2, NBD-HPC fluorescence, 1 h; inhibition, % at 8.33 µM; actives 0.51% (n = 340,000); in the data active = inhibition above about 40%
Target sequence (Q9Y4P1 whole entry, looked up): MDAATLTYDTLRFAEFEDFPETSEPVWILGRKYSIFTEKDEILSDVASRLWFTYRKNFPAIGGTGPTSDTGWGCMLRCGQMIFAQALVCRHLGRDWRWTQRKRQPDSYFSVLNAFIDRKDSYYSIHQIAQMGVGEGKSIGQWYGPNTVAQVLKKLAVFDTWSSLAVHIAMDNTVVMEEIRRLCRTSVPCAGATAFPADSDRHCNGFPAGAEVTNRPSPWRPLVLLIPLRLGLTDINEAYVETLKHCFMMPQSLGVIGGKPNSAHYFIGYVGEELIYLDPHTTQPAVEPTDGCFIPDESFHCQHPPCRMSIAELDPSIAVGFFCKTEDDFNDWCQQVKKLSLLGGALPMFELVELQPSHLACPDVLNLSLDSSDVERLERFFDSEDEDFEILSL
PfG6PD inh = PfG6PD (Plasmodium falciparum) enzyme inhibition | actives 0.78% (n = 350,000) | inhibition, % at 20 µM | PfGluPho enzyme, NADPH resazurin-diaphorase fluorescence;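 active = inhibition reaching at least a set limit at 20 µM in the primary screen, cut at about 59% in these data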;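 also: 0% = DMSO wells with substrate and 100% = DMSO wells lacking glucose-6-phosphate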
SENP7 inh = blocks the human protease SENP7. Q9BQF6. recombinant SENP7, Z-RLRGG-aminoluciferin luminescence, 40 min. inhibition, % at 5 µM. actives 1.5% (n = 330,000). AID 434973;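 active = inhibition above about 50% at the single test dose, limit read from the data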;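 also: plate controls were DMSO with enzyme for no effect and no enzyme buffer wells for full effect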
Target sequence (Q9BQF6 706-1050 limits assumed): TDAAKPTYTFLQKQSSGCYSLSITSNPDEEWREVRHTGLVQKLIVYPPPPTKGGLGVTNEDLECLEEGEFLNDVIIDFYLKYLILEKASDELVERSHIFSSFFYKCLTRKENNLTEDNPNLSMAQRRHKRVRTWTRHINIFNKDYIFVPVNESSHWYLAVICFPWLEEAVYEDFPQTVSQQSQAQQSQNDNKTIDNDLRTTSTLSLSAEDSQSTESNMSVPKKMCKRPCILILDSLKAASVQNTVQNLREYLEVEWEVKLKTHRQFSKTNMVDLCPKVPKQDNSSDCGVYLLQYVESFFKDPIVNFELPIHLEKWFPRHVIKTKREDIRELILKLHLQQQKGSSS
Starred values were filed as active, the others as inactive; i = inactive; . = not tested or not shown; & = joins results of further samples.

Below each SMILES – MPTP inh, SENP6 inh, GRIN3A LBD mod, SENP8 inh, HKDC1 inh, ATG4B inhibitor, PfG6PD inh, SENP7 inh
COc1cc(SC)ccc1C(=O)Nc1ccc2c(c1)CCC2
  0.6, 69*, -5, 6, 0, 6, 47, 73*
NS(=O)(=O)c1ccc(Nc2nc(-c3cccc([N+](=O)[O-])c3)cs2)cc1
  1.1, -17, 17*, 5, 3, -9, 9, -1
CN(Cc1ccccc1)C(=O)C1CCN(S(=O)(=O)c2cc([N+](=O)[O-])ccc2Cl)CC1
  1.8, -8, -2, 3, -1, 3, 2, -6
Cc1cccc(-n2c(Cc3cc(=O)[nH]c(=O)[nH]3)nnc2SCC(=O)NCc2ccco2)c1
  -2.9, ., -1, -8, -2, -3, 22, .
COc1ccccc1OCCn1cc(C=O)c2ccccc21
  0.6, -6, 2, 4, -4, -2, 12, 6
Cc1nc(C(=O)N(C)C)nn1-c1cc(Cl)ccc1Cl
  0.2, -4, 1, 12, -6, -2, -11, -7
Cc1ccc(NC(=O)CCn2c(=O)[nH]c3ccsc3c2=O)cc1C
  1.0, -8, 0, 5, 1, -12, 1, -2
Cc1ccc(NC(=O)CN2C(=O)c3ccccc3C2=O)nc1
  -3.2, -15, -1, 13, -6, -15, -2, 2
CC(Sc1nnc(-c2ccco2)n1N)C(=O)NCC1CCCO1 (centres undefined)
  -0.6, 17, 1, 5, 0, 3, -7, -1
COCCCn1c(SCc2nc3ccccc3c(=O)[nH]2)nc2ccccc2c1=O
  -0.9, -4, -1, 28, 6, -11, 16, 0
O=C(c1cccc(F)c1)N1CCN(S(=O)(=O)c2ccccc2)CC1
  -2.3, 3, 2, 14, -6, -3, -11, 6
CCOC(=O)c1cc2c(=O)n3cccc(C)c3nc2n(CCOC)c1=NC(C)=O
  1.4, 3, -2, -405, 5, -3, 6, -1
CCOc1ccc(N2C(=O)CC(N(CCc3ccc(OC)c(OC)c3)C(=S)Nc3ccccc3)C2=O)cc1 (centres undefined)
  -5.9, -4, 15*, 19, -5, -6, 1, -2
CCOc1cccc(C(=O)Nc2ccc3oc(-c4cccnc4)nc3c2)c1
  3.9, -8, 8, -412, -1, -5, -7, -10
O=C(CSc1nc2ccccc2c(=O)n1-c1ccc(F)cc1F)Nc1ccc(N2CCOCC2)cc1
  1.5, -8, -2, 17, -2, 0, 10, -9
Cc1cc(OC(C)C(=O)Nc2ccccc2C(=O)N2CCCC2)ccc1Cl (centres undefined)
  -0.5, -22, 0, 3, -9, 1, -15, -12
COc1ccccc1-c1nc(=S)c(C(C)=O)c(C)[nH]1
  1.5, -20, 2, 10, -1, 1, -11, -13
Cc1ccc(NC2OC(CO)C(O)C2O)cc1[N+](=O)[O-] (centres undefined)
  -0.2, -13, -1, 16, -15, 7, -4, -2
COc1ccc(NC(=O)COc2ccc(C(=O)NC3CCCc4ccccc43)cc2OC)cc1 (centres undefined)
  2.6, 11, 0, 11, -3, 1, -8, 4
O=C(c1noc2c1CCCC2)N1CCC(CO)(Cc2ccccc2Cl)CC1
  -1.6, 3, 0, 6, -10, -2, 11, -10
N#CCC(=O)N/N=C/c1cc([N+](=O)[O-])ccc1N1CCOCC1
  -1.8, 5, -5, -2, -8, 1, -4, 10
CCCCC(c1nnnn1CS(=O)(=O)c1ccc(C)cc1)N1CCN(C)CC1 (centres undefined)
  0.0, -4, 0, -21, -7, -6, 0, -10
CN(Cc1ccccc1)C(=O)c1ccc(NC(=O)C2CCCN(C(=O)OC(C)(C)C)C2)cc1 (centres undefined)
  2.9, -2, -1, 22, 7, -8, 5, 2
CCOc1ccc(N2C(=O)CC(NC3CCCCNC3=O)C2=O)cc1 (centres undefined)
  0.4, 5, 0, 4, -3, 1, -7, 7
CC(=O)Nc1cc2c3c(c1)CC(=O)N3CCC2
  -2.4, -6, 0, 5, -8, 4, -5, -7
COC(=O)c1ccc(C(NC(=O)c2cccnc2)NC(=O)c2cccnc2)cc1
  -0.9, -7, -2, 21, -11, 1, 4, 5
O=C(NCC1CCCO1)c1ccc2c(=O)n(Cc3cccc(Br)c3)c(=S)[nH]c2c1 (centres undefined)
  15, -14, 1, 8, -5, -3, 11, 3
CCN1C(=O)N[C@@H](CCc2ccccc2)C(C(C)=O)=C1C
  -0.9, -4, -1, 13, -4, 2, -1, 9
CCCNC(=O)C1(CC2CC(c3ccccc3)=NO2)CCN(C(=O)c2cc(OCC)c(OCC)c(OCC)c2)CC1 (centres undefined)
  -1.5, -15, -1, 4, -4, -1, 20, -12
Cc1[nH]ccc(=O)c1OCc1ccc(Cl)cc1
  -1.4, 6, 0, -5, -1, -7, -1, 3
O=C1CSC(c2ccccc2F)N1c1ccccc1F (centres undefined)
  0.3, 2, 1, 11, -1, -1, -1, 4
Cc1ccc(S(=O)(=O)N/N=C\c2cccnc2)cc1
  -0.9, -20, 0, 12, -8, -5, -3, -3
Cc1cccc(C)c1NC(=O)CNC(=O)c1ccc(COc2ccccc2)cc1
  0.1, -10, -1, 19, 1, -1, -17, 3
CCOC(=O)c1cnc2sccn2c1=O
  0.4, -5, -2, -216, -4, 14, 6, 0
C=CCn1c(SCC(=O)NC2CC2)nnc1-c1cccc(OC)c1
  0.7, -14, -4, -2, -7, -4, -5, 4
CC(=O)c1cccc(Nc2cc(C)nc3ccccc23)c1
  1.7, 16, -1, -16, -3, 0, -4, 5
Nc1n[nH]c(-c2ccccc2)n1
  -0.5, -18, -1, 19, 0, -13, 11, -2
COc1ccc(N2CCN(c3nc4ccc(C)cn4c(=O)c3C=O)CC2)cc1
  0.8, 6, 1, -124, -1, 6, 19, 8
CCCC(C)NC(=O)c1c2c(nc3ccccc13)CCC2 (centres undefined)
  -1.2, -4, -2, -24, -5, 9, -14, -2
CN1CCN(S(=O)(=O)c2cccc(C(=O)N3CCc4ccccc43)c2)CC1
  -1.6, 20, 1, 8, -6, 3, -8, 2
COc1ccc(S(=O)(=O)NNC(=O)C23CC4CC(CC(C4)C2)C3)cc1[N+](=O)[O-]
  0.4, -14, 1, 26, -2, -2, -7, 17
COC(=O)c1nc(-c2ccc(C)cc2)oc1N(C)C
  0.3, -30, -1, -307, -4, -3, -7, -17
CCNc1oc(COc2cccc(C)c2)nc1C#N
  3.4, -11, 0, 6, -2, -6, 15, -2
Cc1ccc(S(=O)(=O)N2CCCCCC2)cc1C(=O)Nc1cccnc1
  0.9, -5, 0, 1, -5, -3, 4, 6
COc1ccccc1NC(=O)COC(=O)/C=C/c1cccs1
  -1.3, -28, 1, 13, 0, -7, 4, -4
CC(=O)Oc1ccc(OC(C)=O)c(S(=O)(=O)c2ccc(C)c(C)c2)c1
  1.6, -34, 2, 18, 6, -2, 2, 5
CCOc1cc(C(=O)Nc2cccnc2)cc(OCC)c1OCC
  0.0, 18, 2, 2, 1, -4, 3, -4
CCCOc1ccc(C(=O)CCC(=O)NNC(=O)c2cccs2)cc1
  -0.8, -8, -4, 17, 1, -3, -16, 1
Cc1cc(Nc2ncc(Cl)cc2Cl)n(-c2ccccn2)n1
  1.7, ., -2, 17, 5, 0, -7, .
Cc1ccc(S(=O)(=O)Nc2nc(C)c(C(=O)NNS(=O)(=O)c3ccccc3)s2)cc1
  0.5, 3, -2, 20, 0, 1, -13, 0
CCCc1nc(N)c(C#N)c(-c2cccnc2)c1CC
  0.2, -9, -1, -262, 0, -4, -14, 4
N#Cc1c(-c2cccs2)cc(-c2cccnc2)nc1N
  -0.9, 11, -2, -256, 4, -9, 7, 22
N#Cc1cccc(NC(=O)Cc2ccccc2)c1
  0.0, -3, 0, 19, 3, -6, 19, -1
CCCN1C(=O)C(NC(C)=O)c2ccccc21 (centres undefined)
  -1.1, -4, -1, 11, 14, 3, -3, 6
CCN(C(=S)NC(=O)C1CC1)c1ccccc1
  -1.2, -9, 2, 2, -2, -2, 8, -5
O=C(c1ccc(Br)o1)N1CCN(c2ccc3nnc(-c4ccc(F)cc4)n3n2)CC1
  -2.8, -16, -1, -68, 6, -6, 21, -3
Cc1nccn1CC1CCc2c(c3ccccc3n2C)C1=O (centres undefined)
  0.2&-1.9, -4&-12, -1&-1, -6&4, -5&-4, 2&10, -4&-2, -12&-2
O=c1[nH]c2ccccc2n2c(=S)[nH]nc12
  1.4, -15, -1, -6, -3, 13, 16, -5
CC(=O)N1c2ccc(S(=O)(=O)N3CCCCC3)cc2CC1C(=O)NCc1ccc(N(C)C)cc1 (centres undefined)
  0.4, -15, 1, 3, -2, -4, 14, -5
COc1cccc(CN(CC(=O)NCc2ccccc2)C(=O)c2csnn2)c1
  -0.9, -6, 1, 2, -3, -4, -7, 1

3 consecutive entries out of the list so far, for reference:
Below each SMILES – MPTP inh, SENP6 inh, GRIN3A LBD mod, SENP8 inh, HKDC1 inh, ATG4B inhibitor, PfG6PD inh, SENP7 inh
O=c1[nH]c2ccccc2n2c(=S)[nH]nc12
  1.4, -15, -1, -6, -3, 13, 16, -5
CC(=O)N1c2ccc(S(=O)(=O)N3CCCCC3)cc2CC1C(=O)NCc1ccc(N(C)C)cc1 (centres undefined)
  0.4, -15, 1, 3, -2, -4, 14, -5
COc1cccc(CN(CC(=O)NCc2ccccc2)C(=O)c2csnn2)c1
  -0.9, -6, 1, 2, -3, -4, -7, 1

Additional entries
Below each SMILES – MPTP inh, SENP6 inh, GRIN3A LBD mod, SENP8 inh, HKDC1 inh, ATG4B inhibitor, PfG6PD inh, SENP7 inh
Cc1onc(-c2ccccc2Cl)c1C(=O)Nc1nn[nH]n1
  -1.7, -6, 0, 9, -6, -1, -11, -17
COc1ccc(NC(=O)CN(C)C(=O)Cc2n[nH]c(=O)c3ccccc23)cc1
  0.5, 12, -1, 11, -6, 5, 17, -5
CC(=O)Nc1ccc(NC(=O)C(C)Oc2ccccc2F)cc1 (centres undefined)
  -0.1, 12, 2, 10, -8, 4, -14, -1
CCCOc1ccc(N2CC(C(=O)NCCc3ccc(OC)c(OC)c3)CC2=O)cc1 (centres undefined)
  1.9, -10, 0, -1, -8, 5, 3, 8
CCO[C@@H]1c2c(ccc3ccc(=O)oc23)OC(C)(C)[C@H]1O
  -0.5, -5, 0, i, -3, -10, 0, 7
CCCCCN(C(=O)CCC(=O)OCC(=O)N1CCCC(C)C1)c1c(N)n(CCCC)c(=O)[nH]c1=O (centres undefined)
  -0.9, -10, 0, -6, 1, -3, -8, 10
C=CCN1N=C(c2ccc(NC(=O)c3ccccc3)cc2)CSC1=O
  -1.6, -1, -6, 12, -4, -8, -12, 2
CCCSc1nnc(N2C(=O)C(O)=C(C(=O)c3ccco3)C2c2ccccc2F)s1 (centres undefined)
  -1.0, -13, -3, -83, 2, -3, 46, 11
CCOC(=O)CNC(=S)NN(C)C
  0.9, -5, 0, -1, 5, 1, 11, 3
CCOC(=O)N1CCN(C(=O)CNC(=O)c2ccc(Br)o2)CC1
  -1.2, -3, -1, 27, 0, 2, -22, -1
N#Cc1cc2cc3c(cc2nc1SCC(=O)N1CCOCC1)OCO3
  -0.3, -6, -1, -101, -6, -1, -7, 3
CCCCC(=O)NCCc1cc2ccc(OC)cc2[nH]c1=O
  -0.3, -12, -1, -69, 1, -1, 0, -11
CCOc1ccc(-n2ccnc(SCC(=O)Nc3ccc(OC)cc3OC)c2=O)cc1
  -1.0, -3, -2, i, 1, 0, 22, -1
CCN(CC)C(=O)CN1C(=O)NC2(CCc3ccccc3C2)C1=O (centres undefined)
  -0.3, -6, -4, 10, -8, 1, -4, -1
Nc1nc[nH]c(=O)c1N=Cc1ccccc1
  -0.7, 4, 2, -238, -9, 20, 32, 9
Cc1cc(C(=O)Nc2ccc3c(c2)OCCO3)c2ccccc2n1
  5.1, -2, 1, 17, 4, -9, -3, 2
NC(=O)CCC(NC(=S)Nc1ccccc1)C(=O)O (centres undefined)
  -0.4, -5, -2, 26, 10, 7, -10, 8
COc1ccc(NC(=O)c2ccccc2N(Cc2ccccc2)S(C)(=O)=O)cc1
  0.1, -18, -1, -3, 5, 3, -16, -13
Cc1cc(C)cc(NC(=O)NC2CCCCCCC2)c1
  23, 5, -2, 2, 8, 11, 21, -10
O=C(N/N=C\c1cccc(F)c1)c1ccc(-c2ccccc2)cc1
  0.4, -5, -8, -5, -1, 6, -2, 0

The order is random. About 6.9% of those tested had a hit in this group.
